KDM4E inh: JMJD2E (human) inhibition; JMJD2E catalytic domain, FDH-coupled NADH fluorescence (FDH is formaldehyde dehydrogenase); Potency, µM (titrated, usually from 57.1 µM), without a hit: at the top dose activity change, negative = inhibition, hits mostly inhibitors; 230,000 tested, 1.6% active; active = well fitted inhibition curve with a large enough effect, not every such curve was filed as active; inconclusive = small, poorly fitted or top-dose-only effect, or another doubt; inactive = no such curve, though single readings can be large or run the other way;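 also: 0% = wells with enzyme and -100% = buffer wells without enzyme; nearly all actives have a fitted effect of over 50% in size; many of its hits are not listed in these tables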
SMN2 splice enh: enhancers of SMN2 splice variant expression | HEK293 SMN2-luciferase splicing reporter, luminescence, 30-36 h | Potency, µM (doses to about 46.1 µM), inactives show at the top dose activity change, positive = activation, usual class: activators | 210,000 tested, 2.8% active | AID 1458; also: % of control where 0% means no effect; nearly all actives have a fitted effect of over 55% in size
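qHTS luciferase splicing reporter: luminescence rises when SMN2 exon 7 is included in transfected HEK293 cells. Compound exposure lasted 30-36 h at 37C, with 4.5 mM final sodium butyrate as control, followed by a ONE-Glo read.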
GAA inhib: blocks human lysosomal alpha-glucosidase; P10253; purified human GAA, 4-MU-alpha-glucoside fluorescence; Potency, µM (titrated, usually from 76.9 µM), without a hit: top-dose activity change, negative = inhibition, usual class: inhibitors; 200,000 tested, 0.005% active;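 also: plate controls were uninhibited enzyme wells for no effect and no-enzyme background for full effect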
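Enzyme (4 nM final) mixed with compound (up to 77 uM), then 4-MU-alpha-D-pyranoside (400 uM final) added; 20 min at room temperature, pH 5.0. Reaction stopped at pH 10, fluorescence read, AC50 derived by Hill fit.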
GAA spleen mod: inhibitors or activators of human alpha-glucosidase in spleen homogenate | P10253 | human spleen homogenate, 4-MU-alpha-glucoside fluorescence | Potency, µM (series often up to 79.9 µM), for inactives: at the top dose activity change, negative = inhibition, usual class: inhibitors | 240,000 tested, 0.006% active | AID 2112;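 also: 0% = enzyme with vehicle and -100% = no enzyme basal signal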
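AC50 values come from Hill-equation fits of concentration-response data, normalized to no-enzyme and full-activity controls. Enzyme source: 1 ug human spleen homogenate; 1 mM fluorogenic 4-MU glucoside, pH 5.0 citrate buffer, 37 C, 40 min.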
GAA glycogen mod: alters human alpha-glucosidase cleavage of glycogen | AID 2100 | Potency, µM (doses to about 76.4 µM), without a hit: at the highest dose activity change, negative = inhibition, most hits filed as inhibitors | recombinant GAA, glycogen substrate, Amplex Red glucose oxidase fluorescence | P10253 | 300,000 tested, 0.38% active;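 also: 0% = full enzyme reaction and -100% = no-enzyme basal signal; the screen sought inhibitors and activators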
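Recombinant human alpha-glucosidase (4 nM final) hydrolysed bovine liver glycogen (30 ug) for 40 min at 37 C in pH 5.0 citrate/phosphate with 0.01% Tween-20. Released glucose detected by glucose oxidase/Amplex Red, Ex 573/Em 610 nm. Compounds up to 77 uM; AC50 from Hill fits.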
ALDH1A1 inh: inhibitors of human aldehyde dehydrogenase 1A1; 220,000 tested, 7.3% active; P00352; AID 1030; Purified ALDH1A1, NADH fluorescence, propionaldehyde substrate; Potency, µM (top dose mostly 75.3 µM), for the others: at the top dose activity, negative = inhibition, hits mostly inhibitors; active = well fitted inhibition curve with a large enough effect, not every such curve was filed as active; inconclusive = small, poorly fitted or top-dose-only effect, or another doubt; inactive = no such curve, though single readings can be large or run the other way;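 also: plate controls were no enzyme wells and a reference inhibitor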
Target sequence (P00352 whole entry, looked up): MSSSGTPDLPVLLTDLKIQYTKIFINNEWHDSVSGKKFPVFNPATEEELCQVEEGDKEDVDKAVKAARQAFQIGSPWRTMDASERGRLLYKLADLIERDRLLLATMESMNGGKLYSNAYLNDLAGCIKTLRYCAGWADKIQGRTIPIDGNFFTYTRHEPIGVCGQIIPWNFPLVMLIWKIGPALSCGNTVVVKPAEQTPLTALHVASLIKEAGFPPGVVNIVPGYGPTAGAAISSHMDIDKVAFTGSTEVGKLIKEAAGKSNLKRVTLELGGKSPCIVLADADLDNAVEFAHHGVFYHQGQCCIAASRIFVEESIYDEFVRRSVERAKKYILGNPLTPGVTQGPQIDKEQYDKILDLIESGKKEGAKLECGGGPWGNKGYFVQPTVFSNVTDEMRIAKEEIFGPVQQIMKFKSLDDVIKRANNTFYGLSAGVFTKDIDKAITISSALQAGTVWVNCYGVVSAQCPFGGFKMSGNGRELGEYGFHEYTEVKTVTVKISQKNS
GoLoco inh red: inhibitors of human Gai1-RGS12 GoLoco interaction (red fluorophore) | Gai1:RGS12 GoLoco peptide FP, rhodamine, 10 min | Potency, µM (top dose mostly 61.6 µM), for the others: top-dose activity, negative = inhibition, most hits filed as inhibitors | 230,000 tested, 0.44% active | AID 880; active = well fitted inhibition curve with a large enough effect, not every such curve was filed as active; inactive = no such curve, though single readings can be large or run the other way; also: % is scaled to controls: 0 for no effect and ±100 for the full control effect; nearly all actives have a fitted effect of over 30% in size; many of its hits are not listed in these tables
GLA spleen mod: alpha-galactosidase A (human) modulation; P06280; human spleen homogenate, 4MU-alpha-Gal fluorescence, 40 min; Potency, µM (series often up to 80 µM), for inactives: top-dose activity change, negative = inhibition, hits mostly inhibitors; 240,000 tested, 0.008% active; AID 2107;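 also: 0% = enzyme with vehicle and -100% = no enzyme basal signal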
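Fluorogenic readout (Ex 365/Em 440 nm) of 4-methylumbelliferone released from 1 mM 4-MU-alpha-galactoside by spleen homogenate, 40 min at 37C, pH 5.0. Data normalized to no-enzyme and enzyme controls; Hill-equation AC50 from compound titrations.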
An asterisk follows results filed as active; u = inconclusive; x = no result given; [ ] = another dose, or the depositor's remark. Unless noted, calls follow the shape of the dose curve; as a rule, active = well fitted curve in the direction sought with a large enough effect; inconclusive = small, poorly fitted or top-dose-only effect, or another doubt; inactive = no such curve, though single readings can be large; an effect the other way counts as inactive or inconclusive. Potency is read from the fitted curve at half-maximal effect. This is a subset, so the mix of outcomes need not match the whole.

Field names – A = KDM4E inh; B = SMN2 splice enh; C = GAA inhib; D = GAA spleen mod; E = GAA glycogen mod; F = ALDH1A1 inh; G = GoLoco inh red; H = GLA spleen mod
O=C(NC1CCCCC1)C(c1ccco1)N(Cc1ccco1)C(=O)c1ccco1 (stereo not given)
  A: -3.1%	B: -9.5%	C: -4.6%	D: 1.2%	E: -10.5%	F: 0.8%	G: 3.4%	H: 1.7%

O=C(O)c1ccccc1NS(=O)(=O)c1ccc2c(c1)OCCO2
  A: -3.9%	B: -6.0%	C: -13.9%	D: 2.5%	E: 4.5%	F: u	G: 12.4%	H: -2.9%

N#CCCNCC1(c2ccccc2)CCCC1
  A: 0.6%	B: -0.2%	C: 2.7%	D: -2.2%	E: 6.2%	F: 4.6%	G: -8.8%	H: 2.4%

CC(=O)Nc1sc(/C(C#N)=C\c2cccc(Cl)c2)nc1-c1ccc(C)cc1
  A: -3.0%	B: -5.2%	C: -5.8%	D: -13.1%	E: -8.7%	F: u	G: 149.8%[activator]	H: 0.6%

COc1cc(O)oc1C=Nc1ccc(Cl)cc1Cl
  A: 2.8%	B: -7.0%	C: 1.9%	D: -3.4%	E: -9.3%	F: 14.1µM*	G: 5.0%	H: -4.0%

COc1ccc(C(CNc2ccc(S(=O)(=O)N3CCCC3)cc2[N+](=O)[O-])N2CCCC2)cc1 (stereo not given)
  A: -3.4%	B: 5.1%	C: 0.3%	D: -8.5%	E: 2.0%	F: u	G: 2.0%	H: -11.5%

Cc1cc(N/N=C\c2ccccc2)nc(-c2ccccc2O)n1
  A: -6.6%	B: u	C: -4.0%	D: 0.1%	E: -1.4%	F: -3.3%	G: 6.5%	H: 2.0%

O=C(NCc1ccncc1)Nc1ccc(Cl)cc1Cl
  A: -12.1%	B: -6.7%	C: 5.4%	D: -0.7%	E: 6.6%	F: -34.8%	G: 3.9%	H: 7.1%

CC1(C)Cc2nc(-c3ccccc3)nc(NNC(=O)c3ccco3)c2CO1
  A: 0.0%	B: x	C: x	D: 3.8%	E: u	F: x	G: 12.7%	H: 7.8%

COc1ccc(-c2nc(N)sc2C2(O)C(=O)Nc3c(Br)cc(F)cc32)cc1OC (stereo not given)
  A: 1.0%	B: 14.7%	C: -1.7%	D: 1.5%	E: 0.9%	F: 11.2µM*	G: -3.2%	H: 2.1%

COc1ccc(N2C(=O)CC(Sc3n[nH]c(-c4cccc(C)c4)n3)C2=O)cc1 (stereo not given)
  A: u	B: x	C: x	D: 2.3%	E: u	F: x	G: -34.0%	H: 12.3%

S=C(NCCc1ccccc1)N/N=C/c1c(Cl)cccc1Cl
  A: 7.0%	B: -1.8%	C: 10.1%	D: -0.9%	E: -15.2%	F: -2.5%	G: -1.6%	H: -5.4%

CCCCn1cnc2sc(-c3ccccc3)cc2c1=O
  A: -14.1%	B: 24.4%	C: -3.7%	D: -5.7%	E: 2.6%	F: u	G: 2.3%	H: 5.6%

Reformatted as a markdown table: entries from further up.
| compound | KDM4E inh | SMN2 splice enh | GAA inhib | GAA spleen mod | GAA glycogen mod | ALDH1A1 inh | GoLoco inh red | GLA spleen mod |
| --- | --- | --- | --- | --- | --- | --- | --- | --- |
| COc1ccc(C(CNc2ccc(S(=O)(=O)N3CCCC3)cc2[N+](=O)[O-])N2CCCC2)cc1 (stereo not given) | -3.4% | 5.1% | 0.3% | -8.5% | 2.0% | u | 2.0% | -11.5% |
| Cc1cc(N/N=C\c2ccccc2)nc(-c2ccccc2O)n1 | -6.6% | u | -4.0% | 0.1% | -1.4% | -3.3% | 6.5% | 2.0% |
| O=C(NCc1ccncc1)Nc1ccc(Cl)cc1Cl | -12.1% | -6.7% | 5.4% | -0.7% | 6.6% | -34.8% | 3.9% | 7.1% |
| CC1(C)Cc2nc(-c3ccccc3)nc(NNC(=O)c3ccco3)c2CO1 | 0.0% | x | x | 3.8% | u | x | 12.7% | 7.8% |
| COc1ccc(-c2nc(N)sc2C2(O)C(=O)Nc3c(Br)cc(F)cc32)cc1OC (stereo not given) | 1.0% | 14.7% | -1.7% | 1.5% | 0.9% | 11.2µM* | -3.2% | 2.1% |
| COc1ccc(N2C(=O)CC(Sc3n[nH]c(-c4cccc(C)c4)n3)C2=O)cc1 (stereo not given) | u | x | x | 2.3% | u | x | -34.0% | 12.3% |
| S=C(NCCc1ccccc1)N/N=C/c1c(Cl)cccc1Cl | 7.0% | -1.8% | 10.1% | -0.9% | -15.2% | -2.5% | -1.6% | -5.4% |
| CCCCn1cnc2sc(-c3ccccc3)cc2c1=O | -14.1% | 24.4% | -3.7% | -5.7% | 2.6% | u | 2.3% | 5.6% |
